Bioassay records (PubChem)
BAP1 block: blocks human BAP1 ubiquitin-AMC hydrolysis; Q92560; hit rate 0.48% among 72,000; recombinant BAP1, Ub-AMC hydrolysis fluorescence kinetic; hits give low values; AID 436; activity remaining (% of control), % at 20 µM;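 active means activity remaining at or below 50% of control, provided the compound also passes the data quality filters; inactive means the rest, including low values that fail the filters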;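 further: 100% = DMSO wells rate and 0% = substrate alone blank rate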
Target sequence (Q92560 whole entry, looked up): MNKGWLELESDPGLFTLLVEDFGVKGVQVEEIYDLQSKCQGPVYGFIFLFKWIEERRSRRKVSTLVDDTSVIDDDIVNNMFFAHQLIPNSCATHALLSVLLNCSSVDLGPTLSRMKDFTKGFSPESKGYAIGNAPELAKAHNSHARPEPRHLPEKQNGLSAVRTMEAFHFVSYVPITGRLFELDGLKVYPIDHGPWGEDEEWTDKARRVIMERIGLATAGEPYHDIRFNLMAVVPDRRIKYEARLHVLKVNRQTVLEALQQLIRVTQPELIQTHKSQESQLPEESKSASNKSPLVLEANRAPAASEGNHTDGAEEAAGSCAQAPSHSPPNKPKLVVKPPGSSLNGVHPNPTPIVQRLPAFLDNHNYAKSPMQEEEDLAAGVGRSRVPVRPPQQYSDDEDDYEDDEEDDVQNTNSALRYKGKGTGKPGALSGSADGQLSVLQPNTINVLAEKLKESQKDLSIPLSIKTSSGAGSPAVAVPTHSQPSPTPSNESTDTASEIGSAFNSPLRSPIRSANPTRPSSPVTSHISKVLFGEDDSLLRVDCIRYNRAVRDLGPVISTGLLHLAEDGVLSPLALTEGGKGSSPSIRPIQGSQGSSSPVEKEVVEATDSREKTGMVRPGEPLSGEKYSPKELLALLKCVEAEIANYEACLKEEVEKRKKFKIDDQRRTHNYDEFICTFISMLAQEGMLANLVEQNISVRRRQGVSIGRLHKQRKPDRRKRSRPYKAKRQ
HePTP inhibitor: human HePTP phosphatase inhibition; inhibition, % at 20 µM; P35236; hit rate 0.64% among 110,000; recombinant HePTP phosphatase activity, OD absorbance; AID 521; in the data active means inhibition above about 50%;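 further: plate controls were vehicle for no effect and reference inhibitor for full effect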
Target sequence (P35236 whole entry, looked up): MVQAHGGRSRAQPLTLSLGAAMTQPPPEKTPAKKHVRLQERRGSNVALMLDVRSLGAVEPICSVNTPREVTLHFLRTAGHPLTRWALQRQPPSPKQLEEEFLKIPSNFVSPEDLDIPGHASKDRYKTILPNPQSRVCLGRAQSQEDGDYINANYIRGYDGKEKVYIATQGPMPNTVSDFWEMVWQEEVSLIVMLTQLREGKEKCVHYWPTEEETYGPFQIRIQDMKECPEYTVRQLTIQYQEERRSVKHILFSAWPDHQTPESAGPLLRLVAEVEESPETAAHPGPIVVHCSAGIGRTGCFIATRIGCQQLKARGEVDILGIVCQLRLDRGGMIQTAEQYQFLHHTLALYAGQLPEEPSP
* hit, by the source's call; / = not tested or not shown; & = joins results of further samples.

BAP1 block | HePTP inhibitor | SMILES
71 | 5 | Cc1cc(C)c2c(N)c(S(=O)(=O)Cc3ccccc3)sc2n1
/ | 6 | O=C(NCc1cccnc1)/C(=C/c1cccc(Oc2ccccc2)c1)NC(=O)c1ccccc1
96 | 7 | CN1CCN(CCNC(=O)Nc2ccccc2C(F)(F)F)CC1
123 | 6 | Cn1nc(-c2ccccc2)c2nc3ccccc3nc21
/ | 12 | COc1ccc(NC(=O)c2ccc(C)c([N+](=O)[O-])c2)cc1
93 | 10 | CCSC(C)CC1C/C(=N/O)c2c(C)noc2C1 (configuration not stated)
/ | 0 | Cc1ccc(N(CCCCN2C(=O)c3ccccc3C2=O)C(=O)c2ccc(Cl)s2)cc1
/ | 5 | O=C1/C(=C\c2ccccc2)SC(=S)N1NS(=O)(=O)c1ccccc1
104 | -6 | CN(C)S(=O)(=O)c1cccc(-c2nnc(SCc3cc(Cl)cc4c3OCOC4)n2N)c1
99 | / | CCCCCCCCCCCCCCCC(=O)OC(CC(=O)O)C[N+](C)(C)C (configuration not stated)
89 | -2 | CCOC(=O)CN1C(=O)C2(OCCCO2)c2ccccc21
60 | -1 | N=c1c(C(=O)NCc2ccco2)cc2c(=O)n3ccccc3nc2n1Cc1ccc(Cl)cc1
111 | 2 | CCCN(CCC)CCCNC(=O)CS(=O)Cc1nc(-c2ccc(OC)c(OC)c2)oc1C (configuration not stated)
94 | 9&-4 | O=C(NC1=NCCS1)C1CC2CCC1C2 (configuration not stated)
106 | 8 | CCOc1ncccc1C(=O)OCC(=O)c1ccc[nH]1
/ | 8 | CCOc1cc(C=O)ccc1OCCOc1ccc(C)cc1
/ | -13 | CCC(C)N(C(=O)COC(=O)c1[nH]c(C)c(C(C)=O)c1C)C1CCS(=O)(=O)C1 (configuration not stated)
/ | 3 | CC(=O)N1c2c(cc(Br)cc2S(=O)(=O)N2CCOCC2)CC1C (configuration not stated)
/ | -6 | Cc1oc2c(CN3CC4(C)CC3CC(C)(C)C4)c(O)ccc2c(=O)c1-c1nc2ccccc2s1 (configuration not stated)
93 | 4 | CSC1=NCCN1C(=O)Cc1ccc(F)cc1

Complete entries from above. Values in the order: BAP1 block	HePTP inhibitor
Entry for Cc1ccc(N(CCCCN2C(=O)c3ccccc3C2=O)C(=O)c2ccc(Cl)s2)cc1 → /	0
Entry for Cn1nc(-c2ccccc2)c2nc3ccccc3nc21 → 123	6

Entries above that contain four or more nitrogen atoms (4):
BAP1 block | HePTP inhibitor | SMILES
96 | 7 | CN1CCN(CCNC(=O)Nc2ccccc2C(F)(F)F)CC1
123 | 6 | Cn1nc(-c2ccccc2)c2nc3ccccc3nc21
104 | -6 | CN(C)S(=O)(=O)c1cccc(-c2nnc(SCc3cc(Cl)cc4c3OCOC4)n2N)c1
60 | -1 | N=c1c(C(=O)NCc2ccco2)cc2c(=O)n3ccccc3nc2n1Cc1ccc(Cl)cc1

Further entries.
BAP1 block | HePTP inhibitor | SMILES
105 | 5 | Nc1c(C(=O)NC2CCCC2)c2nc3ccccc3nc2n1N
/ | -14 | O=C(Cc1ccc([N+](=O)[O-])cc1)N1c2ccccc2Sc2ccccc21
115 | 8&4 | O=c1c(O)c(-c2ccc3c(c2)OCO3)oc2ccccc12
/ | -1 | CS(=O)(=O)N(CC(=O)Nc1cccc(C(F)(F)F)c1)c1ccc(Br)cc1
91 | / | Cn1c(=O)c2c(nc(N3CCOCC3)n2Cc2ccc(Cl)cc2)n(C)c1=O
/ | -9 | CC(=O)C1=C(C)NC(C)=C(C(C)=O)C1c1cn(-c2ccccc2)nc1-c1cccs1
88 | 5 | C=CCSc1nnc2c(n1)[nH]c1c(C)cccc12
102 | / | CC(=O)Nc1ccc(S(=O)(=O)NCCc2csc(C)n2)cc1
61 | 5 | Cc1ccccc1Nc1nnc(C)c(=O)[nH]1
/ | 4 | CC1(C)CC(=O)C2=C(C1)Nc1sc(C#N)c(N)c1C2c1ccccc1 (configuration not stated)
/ | -6 | COc1ccc(OCC(=O)Nc2cccc3cccnc23)cc1
/ | -9 | COc1ccc(OCCCCNC(C)(C)C)cc1
84 | 2 | O=C(Cn1nnc(-c2ccccc2F)n1)Nc1ccc(C(=O)N2CCOCC2)cc1
101 | 0 | CCOc1ccc(NC(=O)CS(=O)CC(=O)NC2CCCc3ccccc32)cc1 (configuration not stated)
/ | 10 | O=c1/c(=C/c2ccc(Oc3ccc(C(F)(F)F)cc3[N+](=O)[O-])c(Cl)c2)sc2nc3ccccc3n12
132 | 2 | CCCCC(=O)NC(Nc1ccc(C)cn1)(C(=O)OCC)C(F)(F)F (configuration not stated)
52 | 3 | COc1ccc(C(c2nnnn2C2CCCCC2)N2CCN(c3ccccc3F)CC2)cc1 (configuration not stated)
75 | 6 | COc1ccccc1NC(=O)CN1CCN(Cc2ccccc2)CC1
/ | 6 | NC(=O)c1c(NC(=O)c2ccc([N+](=O)[O-])s2)sc2c1CCCC2
/ | 0 | CC(=O)Nc1ccc(S(=O)(=O)Nc2nc3ccccc3nc2Sc2nncn2C)cc1
/ | 10 | CCOC(=O)c1ccc(-n2c(C)cc(/C=C3\SC(=O)NC3=O)c2C)cc1
/ | -2 | CCN(CC)c1ccc(/C=C2\NC(=S)N(c3ccccc3)C2=O)cc1
97 | 1 | CCOC(=O)c1cccc(NC(=O)CNS(=O)(=O)c2cccs2)c1
/ | 6 | COc1ccc(C(=O)N2CCN(C(=O)c3ccccc3F)CC2)cc1OC
72 | 8 | CCOP(=O)(c1ccccc1)c1nc(-c2ccccc2C)oc1N1CCCCC1 (configuration not stated)
134 | 1 | CCN(CC)c1ccc(C2C(C(=O)OC)=C(C)NC(C)=C2C(=O)OC)cc1
/ | 3 | COCCOC(=O)c1ccc(NC(=O)COc2ccc(Cl)cc2C)cc1
/ | -1 | COc1cc(C(=O)Nc2ccc3nn(-c4ccc(C)c(C)c4)nc3c2)cc(OC)c1OC
/ | -23 | CC(=O)c1ccc(Oc2ccc([N+](=O)[O-])cc2)cc1
92 | 1 | CN(CC(=O)NCc1ccco1)S(=O)(=O)c1cccc2cccnc12
95 | 11 | O=C(Nc1cccc(Cl)c1)N(CCCN1CCOCC1)Cc1ccccc1F
/ | -1 | Cc1cc(OCC(=O)Nc2ccccc2Cl)cc(C)c1Cl
/ | 2 | Cc1ccc(C)c(N(C)S(=O)(=O)c2cccc3nsnc23)c1
100&140 | 10 | CCCOC(=O)CCNc1n[nH]c(=O)[nH]c1=O
/ | 0 | CCOC(=O)C1=C(C)N=c2s/c(=C/c3c[nH]c4ccccc34)c(=O)n2C1c1ccc(F)cc1 (configuration not stated)
95 | 7 | COc1ccc(-c2nnc(CSc3nnc(-c4ccncc4)n3C3CCCCC3)o2)cc1OC
102 | 2 | COc1ccc(-n2nc3ccccc3n2)cc1
105 | 6 | Cc1cc(NC(=O)CN2CCC(O)(c3cccc(F)c3)CC2)no1
67 | / | COc1cc(C2NC(=O)NC(C)=C2C(=O)OCC(Cl)(Cl)Cl)cc(OC)c1OC (configuration not stated)
95 | -6 | Cn1c(=O)oc2cc(S(=O)(=O)NCCC(=O)N3CCc4ccccc43)ccc21
132 | 6 | CCC(C)NC(=O)CSc1nnc(-c2ccc(C(C)(C)C)cc2)n1C (configuration not stated)
61 | 6 | CCCOc1ccc(/C(O)=C2\C(=O)C(=O)N(CCCN(C)C)C23C(=O)N(C)c2ccccc23)cc1 (configuration not stated)
99 | 4 | O=C(CCN1C(=O)C2CC=CCC2C1=O)N1CCN(c2ccccn2)CC1 (configuration not stated)
/ | -13 | O=C1/C(=C\c2cccc(F)c2)SC(=S)N1Cc1ccccc1
117 | -7 | Cc1ccc(S(=O)(=O)N(C)CC(=O)Nc2ccncc2)cc1
/ | -11 | Cc1ccc(C2Nc3ccccc3C(=O)N2Cc2ccccc2)cc1 (configuration not stated)
/ | 10 | O=c1c(-c2ccc(Cl)cc2Cl)coc2c(CN3CCCCC3)c(O)ccc12
/ | -13 | CCOC(=O)C1=C(C)N=c2s/c(=C\c3ccc(OC)c(OC)c3OC)c(=O)n2C1c1ccccc1 (configuration not stated)
/ | -3 | COc1cc(/C=C2\SC(c3ccc(C)cc3)=NC2=O)cc(OC)c1O
88 | 1 | COc1cccc(CN2CCCC(C(=O)N3CCCCC3)C2)c1OC (configuration not stated)

Next section
BAP1 block | HePTP inhibitor | SMILES
/ | -6 | COc1cccc(NC(=O)c2ccc(C(=O)Nc3cccc(OC)c3)nc2)c1
/ | -7 | CCOC(=O)C1=C(C)Nc2ccccc2S1
86 | 5 | CCCn1c(CCC(=O)O)ccc1-c1ccc(OC)cc1
/ | -5 | COc1cc(C2CC(C(F)(F)F)n3ncc(C(=O)N4CCN(Cc5ccccc5)CC4)c3N2)cc(OC)c1OC (configuration not stated)
/ | -27 | O=C(/C=C/c1ccc([N+](=O)[O-])cc1)NC(=S)Nc1ccccc1Cl
/ | 0 | COc1ccc(OC)c(/C=C2\NC(=S)N(c3ccccc3)C2=O)c1
/ | -5 | Nc1ccc(C(=O)NCCNCCNC(=O)c2ccc(N)cc2)cc1
88 | 0 | CCn1c(SCC(=O)c2ccc(C)cc2)nnc1-c1ccoc1C
/ | 3 | Cc1ccc(NCCC(=O)c2ccc(C)o2)cc1
/ | 6 | CC1=CC(C)(C)Nc2ccc(OC(=O)C(Cc3ccccc3)N3C(=O)c4ccccc4C3=O)cc21 (configuration not stated)
94 | 4 | COc1cc2c(cc1OC)C(c1ccccc1)N(C(=O)c1ccco1)CC2 (configuration not stated)
72 | -1 | O=C(NCCCN1CCOCC1)c1cc2ccccc2oc1=O
85 | 0&-5 | CC(C)(NO)/C(=N/O)c1ccc(Br)cc1
/ | 8 | CC1(C)Cc2ccccc2-c2nnc(-c3ccccc3Cl)n21
/ | 6 | Cc1ccc(-c2nc3ccccc3s2)cc1NC(=O)COc1ccccc1[N+](=O)[O-]
101 | -1 | O=C(NC1CCCCCC1)C1C2C=CC3(CN(Cc4cccnc4)C(=O)C13)O2 (configuration not stated)
105 | 6 | CCOC(=O)C1CCN(C(=O)c2sc3nc(-c4ccccc4)cn3c2C)CC1
93 | 4 | COc1cccc(/C=N/n2c(C)nc3ccccc3c2=O)c1O
72 | / | O=C(Nc1nc2ccccc2s1)c1cc(=O)c2ccccc2o1
93 | 3 | COc1ccc(CCNC(=O)CSc2nnc(CNC(=O)c3ccco3)o2)cc1OC
66 | 6 | CCOC(=O)c1oc2c(C)c(O)ccc2c(=O)c1-c1nncn1-c1ccccc1
/ | 1 | CCCCNC(=O)/C(=C/c1ccc(Cl)cc1)NC(=O)c1ccc(OC)cc1
/ | 4 | Cc1cc(C)cc(NC(=O)C(Cc2c[nH]c3ccccc23)NC(=O)Oc2ccccc2)c1 (configuration not stated)
91 | / | N#Cc1c(NC(=O)c2ccccc2Cl)sc2c1CCC2
105 | -12 | COC(=O)c1ccccc1NC(=O)CN1CCN(C23CC4CC(CC(C4)C2)C3)CC1
/ | -2 | COc1ccccc1NC(=O)c1ccccc1NC(=O)c1cccs1
96 | 0 | CN1C(=O)C(O)(CC(=O)c2ccc3c(c2)OCO3)c2ccccc21 (configuration not stated)
76 | 3 | CCCCOc1ccccc1C1NC(=O)NC(C)=C1C(=O)OCc1ccco1 (configuration not stated)
350 | -2 | CC(C)c1nc(N2CCOCC2)c(C#N)c2c1CCCC2
/ | 2 | O=[N+]([O-])c1ccc(N2CCOCC2)cc1N1CCN(CCO)CC1

Reformatted with values under each structure: 2 of the compounds above.
Second line of a record: BAP1 block | HePTP inhibitor
N#Cc1c(NC(=O)c2ccccc2Cl)sc2c1CCC2
 : 91 | /
COC(=O)c1ccccc1NC(=O)CN1CCN(C23CC4CC(CC(C4)C2)C3)CC1
 : 105 | -12

Next part:
BAP1 block | HePTP inhibitor | SMILES
/ | -12 | CC1(C)CC(=O)C2=C(C1)NC1=C(C(=O)CC(C)(C)C1)C2c1ccc(I)cc1
77 | 6&1 | CCOC(=O)C1=C(C)S/C(=C\N(C)C)C1=O
/ | -10 | O=C1C=C(Nc2ccc([N+](=O)[O-])cc2)CN1
71 | 1 | Cc1ccccc1C(=O)Nc1sc2c(c1C(=O)Nc1cccc3ccccc13)CCC2
89 | / | COc1ccc(C)cc1NC(=O)C1CCCN1C(=O)OCc1ccccc1 (configuration not stated)
/ | -20 | CC(C)(C)C(=O)CC(=O)c1ccc(Br)cc1
/ | 6 | O=C1NC(=O)N(c2cccc(F)c2)C(=O)/C1=C/c1ccc(Oc2ccc([N+](=O)[O-])cn2)cc1
106 | 1 | O=C(OC1CCOC1=O)c1ccc(S(=O)(=O)N2CCCCCC2)cc1 (configuration not stated)
54 | -17 | CCN(CC)C(=O)Cn1nc(C)c2ccccc2c1=O
88 | 7 | Cn1c(=O)cc(SCC(=O)NCCCN2CCN(c3ccccc3F)CC2)c2ccccc21

Laid out differently: results already given.
SMILES	BAP1 block	HePTP inhibitor
COc1ccc(C(=O)N2CCN(C(=O)c3ccccc3F)CC2)cc1OC	/	6
Cc1ccccc1C(=O)Nc1sc2c(c1C(=O)Nc1cccc3ccccc13)CCC2	71	1

Next part:
BAP1 block | HePTP inhibitor | SMILES
/ | 10 | Cc1ccc(NC(=O)COc2ccc(Cl)cc2Cl)cc1C
/ | 2 | O=c1[nH]c(=O)n(Cc2ccccc2)c(O)c1/C=C1\C=CC=N1
96 | 2&4 | O=S(=O)(Cc1ccccc1)NCC1CCCO1 (configuration not stated)
/ | 2 | CCOC(=O)C1=C(N)OC2=C(C(=O)CCC2)C1c1ccc(Cl)cc1Cl (configuration not stated)
/ | 10 | CCC(NS(=O)(=O)c1ccc2c(c1)Cc1cc(S(=O)(=O)NC(CC)C(=O)O)ccc1-2)C(=O)O (configuration not stated)
/ | 4 | CCN(CC)c1ccc(NC(=O)c2cc(Br)ccc2Cl)cc1
/ | 0 | COc1ccc(Cl)cc1C(=O)Nc1cccc(-c2nc3cc(C)c(C)cc3o2)c1
121 | -2 | CCN1CCN(C(=O)c2cn(CCOC)c(=O)c3c2c2ccccc2n3C)CC1
112 | 3 | COc1ccc(Cl)c(NC(=O)Cn2nnc(-c3ccccc3N)n2)c1
